Screening data deposited in PubChem by National Center for Advancing Translational Sciences (NCATS).
FEN1 inh: blocks human flap endonuclease 1; P39748; Recombinant FEN1 flap cleavage, fluorescence, 15 min; Potency, µM (highest dose often 114 µM), without a hit: at the highest dose activity change, negative = inhibition, usual class: inhibitors; 0.35% of 390,000 active; AID 588795; further: nearly all actives have a fitted effect of over 65% in size
Target sequence (P39748 whole entry, looked up): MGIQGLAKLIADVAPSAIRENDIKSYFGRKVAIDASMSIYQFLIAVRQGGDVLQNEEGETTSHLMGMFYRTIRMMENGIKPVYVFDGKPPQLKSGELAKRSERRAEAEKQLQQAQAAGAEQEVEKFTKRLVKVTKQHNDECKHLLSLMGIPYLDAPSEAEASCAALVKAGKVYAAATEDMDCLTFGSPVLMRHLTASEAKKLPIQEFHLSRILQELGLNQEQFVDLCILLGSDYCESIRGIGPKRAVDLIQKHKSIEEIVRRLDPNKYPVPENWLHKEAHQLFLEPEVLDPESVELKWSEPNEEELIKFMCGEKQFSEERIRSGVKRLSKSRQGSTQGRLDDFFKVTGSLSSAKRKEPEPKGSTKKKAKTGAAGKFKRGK
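Steps: FEN1 (10 nM) dispensed; compound added by pin tool; 15 min at room temperature; substrate added to 50 nM final; reads at 0 min and 15 min; data normalized and fitted (four-parameter Hill).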
KAT2A inh: blocks human GCN5L2 histone acetyltransferase; Q92830; GCN5L2 HAT assay, ThioGlo1 CoA-SH fluorescence; Potency, µM (highest dose often 58.9 µM), for the others: top-dose activity change, negative = inhibition, most hits filed as inhibitors; 0.21% of 390,000 active; AID 504327
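Enzyme at 20nM final was mixed with library compounds for 15 min at room temperature. Peptide H3(1-25) at 75uM, acetyl-CoA at 70uM and ThioGlo1 at 50uM were then added. Plates were read immediately and after 20 min (Ex340nm/Em540nm).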
N370S GC mod: N370S glucocerebrosidase modulation, Gaucher chaperone candidate | AID 2101 | Potency, µM (highest dose often 59.4 µM), inactives show at the highest dose activity change, negative = inhibition, hits mostly inhibitors | P04062 | 0.092% of 330,000 active | N370S GC spleen homogenate, 4MU-glucoside fluorescence;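 further: 0% = full enzyme activity and -100% = no enzyme basal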
The depositor's hits bear a star; ? = inconclusive; / = not tested or not shown; & = joins results of further samples. The call rests on the fitted dose curve; in most records, active means well fitted curve in the direction sought with a large enough effect; inconclusive means small, poorly fitted or top-dose-only effect, or another doubt; inactive means no such curve, though single readings can be large; an effect the other way counts as inactive or inconclusive. Unless noted, on the % scale 0 is the no-effect control and ±100 the full control effect; potency means the concentration at half of the fitted maximal effect. A portion of the library; rates above refer to the full screens.

canonical_smiles | FEN1 inh | KAT2A inh | N370S GC mod
Cc1sc2ncn(CC(=O)NCC(=O)N3CCN(c4ccccc4F)CC3)c(=O)c2c1C | -9% | -3% | -18%
COc1ccccc1CNC(=O)c1cn(C)c2ccc(S(=O)(=O)N3CCCC3)cc2c1=O | -7% | -1% | 19%
CCc1nnc(NC(=O)c2ccc(-c3ccc(C(C)=O)cc3)o2)s1 | 0% | -7% | /
CSc1nccc(NC(=O)c2ccc(C(C)(C)C)cc2)n1 | -25% | ? | 3%
COc1cccc(C(=O)Nc2cccc(-c3ccc(N4CCOCC4)nn3)c2)c1 | 0% | 2% | -4%
Cc1cc(OCC(=O)Nc2ncn[nH]2)ccc1Cl | 16%&-2% | -10%&-5% | /
O=S(=O)(N/N=C/c1ccc2c(c1)OCO2)c1ccc(Br)cc1 | 16% | -15% | -25%
COc1ccc(Nc2nc(C)nc3sc4c(c23)CCC4)cc1O | -7% | 0% | 3%

(next part)
canonical_smiles | FEN1 inh | KAT2A inh | N370S GC mod
CCOC(=O)NC(=O)CSc1nnc(C2CC2)n1Cc1ccco1 | 6% | -11% | -5%
N=c1c2c3c(sc2ncn1Nc1ccccc1)CCC3 | -15% | -1% | 2%
O=C(CSc1ncccc1-c1nc2ccccc2[nH]1)NC1CC1 | 2% | -2% | 4%
Cc1cc(Cl)ccc1-n1c(CCC(=O)O)ccc1-c1cccs1 | 1% | 2% | /
Cc1cccc(NC(=O)CN2c3ccccc3S(=O)(=O)c3ccccc32)c1C | 12% | -12% | /
Cn1cccc1C(=O)NCC1CCCCC1 | 19% | -4% | -4%
CC1CN(C(=S)Nc2ccccc2C(F)(F)F)CC(C)O1 (stereo not given) | -2% | -1% | -10%
Cc1ccc(C2=[N+]([O-])C3(CCCCC/C3=N\O)N(O)C2(C)C)o1 (stereo not given) | -4% | -3% | -3%

(listing goes on)
canonical_smiles | FEN1 inh | KAT2A inh | N370S GC mod
CC(=O)Oc1cccc(N2C(=O)c3ccccc3C2=O)c1 | 1% | 1% | 2%
Cc1nn(C)c(C)c1NC(=O)COc1ccc(Cl)cc1Br | 5% | 3% | /
COCCN(C(=S)Nc1cccc(OC)c1)C1CCN(C(C)=O)CC1 | 11% | -4% | -4%
COc1ccc(C(=O)NCCc2nnc3ccc(SCC(=O)NCc4ccccc4)nn23)cc1 | -4% | -24% | -1%
Cc1ccc(NC(=S)NN(C)c2cc(C)nc(C)n2)cc1 | 5% | -2% | 29%
COc1ccc(C2C3C(=O)N(N(C)c4ncc(C(F)(F)F)cc4Cl)C(=O)C3ON2C)cc1 (stereo not given) | 2% | -8% | -16%
CC1CCC2(OC1)OC1CC3C4CC[C@@H]5CC(O)CC[C@@]5(C)C4CC(=O)[C@]3(C)C1C2C (stereo not given in full) | / | 10% | 7%
CN(c1nc(-c2ccc(Br)cc2)cs1)C1CCS(=O)(=O)C1 (stereo not given) | -20% | -22% | -1%

The list continues:
canonical_smiles | FEN1 inh | KAT2A inh | N370S GC mod
COc1ccc(NC(=O)CN(C)C(=O)Cc2c[nH]c3ccccc23)cc1 | 3% | -1% | /
COc1cccc(CC2(CO)CCCN(Cc3cn[nH]c3-c3ccccc3)C2)c1 (stereo not given) | 9% | 1% | -1%
CC(C(=O)NCc1ccccc1)N1C(=O)CN(C)C(=O)c2ccccc21 (stereo not given) | 7% | -15% | 5%
Cn1ccnc1SCC(=O)Nc1cccc2ccccc12 | 7% | 3% | 21%
Cn1c(=O)c(-c2ccccc2[N+](=O)[O-])c(Cl)c2ccccc21 | 6% | 0% | -9%
O=C(C1CCC(=O)N1Cc1ccccc1Cl)N1CCN(c2cccc(Cl)c2)CC1 (stereo not given) | 8% | 0% | 5%
O=C1CC(c2ccccc2Cl)C2=C(COC2=O)N1 (stereo not given) | -16% | 2% | -20%
COc1cc(C)c(Br)cc1S(=O)(=O)NCCN1CCOCC1 | -1% | -7% | 3%

The list continues.
canonical_smiles | FEN1 inh | KAT2A inh | N370S GC mod
COc1cccc(C(=O)NC(=O)Nc2ccc(-n3nc(C(F)(F)F)cc3C(F)(F)F)cc2)c1 | 4% | -4% | /
O=C(NC1CCCC1)C1C2C=CC3(CN(Cc4cccs4)C(=O)C13)O2 (stereo not given) | -3% | 1% | 5%
Cc1ccc2nc(-c3ccc(NC(=O)COc4ccccc4)cc3)sc2c1 | 13% | 2% | /
Cc1ccc2nc(-c3cccc(S(=O)(=O)N4CCCC4)c3)cn2c1 | 10% | -6% | -1%
Cc1ccc(S(=O)(=O)Nc2ccc(C(=O)Nc3cc(C)on3)cc2)cc1 | 2% | -4% | -6%
Cc1cccc2cc3cccc(C)c3nc12 | -1% | -6% | 9%
CCOc1ccccc1N(CC(=O)NC(C)(C)C)C(=O)CCC(=O)Nc1nccs1 | 5% | -2% | 2%
CCOc1ccc(S(=O)(=O)N2CCN(Cc3ccc4c(c3)OCO4)CC2)cc1C | -21% | -5% | -5%

Remaining list, next part.
canonical_smiles | FEN1 inh | KAT2A inh | N370S GC mod
COc1ccc(CN2CCN(C(=O)c3ccc(-c4ccccc4)cc3)CC2)c(OC)c1OC | 16% | 1% | -10%
N#Cc1c(N2CCCCC2)nc(N2CCCCC2)c2c1CCN(Cc1ccccc1)C2 | -14% | -9% | 5%
Cc1cc(C)n(-c2ccc(Cl)c(C(=O)O)n2)n1 | 1% | 3% | 7%
O=C(CCCC(=O)N1CCN(c2ccccc2F)CC1)c1ccccc1 | -13% | 1% | -6%
CN(C)S(=O)(=O)c1ccc(Cl)c(NC(=O)COC(=O)CCC2CCCCC2)c1 | -16% | -7% | /
Cc1ccc(S(=O)(=O)NCC(=O)N(CC(=O)NCc2ccco2)Cc2ccccc2)cc1 | -1% | 2% | -4%
CCN(CC)C(=S)Nc1ccc(OC(F)F)cc1 | 1% | -5% | -1%
CCC(=O)N[C@@H]1CCc2cccc(OC)c2C1 | / | -29% | 9%

6 entries already listed, arranged by SMILES length, highest first:
canonical_smiles | FEN1 inh | KAT2A inh | N370S GC mod
COc1cccc(C(=O)NC(=O)Nc2ccc(-n3nc(C(F)(F)F)cc3C(F)(F)F)cc2)c1 | 4% | -4% | /
CCOc1ccc(S(=O)(=O)N2CCN(Cc3ccc4c(c3)OCO4)CC2)cc1C | -21% | -5% | -5%
CC1CN(C(=S)Nc2ccccc2C(F)(F)F)CC(C)O1 (stereo not given) | -2% | -1% | -10%
CCN(CC)C(=S)Nc1ccc(OC(F)F)cc1 | 1% | -5% | -1%
Cc1cccc2cc3cccc(C)c3nc12 | -1% | -6% | 9%
Cn1cccc1C(=O)NCC1CCCCC1 | 19% | -4% | -4%

The listing continues:
canonical_smiles | FEN1 inh | KAT2A inh | N370S GC mod
CC(C)c1ccc(NC(=O)CCNS(=O)(=O)c2ccc3c(c2)oc(=O)n3C)cc1 | -1% | -6% | /
Cc1cccc(-n2c(-c3ccccc3)cn3c4c(=O)[nH]c(=O)n(C)c4nc23)c1 | -2% | -10% | /
CCOC(=O)CNC(c1ccccc1)c1cc(Br)ccc1NC(=O)c1cccc(Cl)c1 (stereo not given) | 6% | -5% | /
CCCn1c(NC(=S)Nc2ccccc2)nc2ccccc21 | -5% | -4% | 0%
O=c1c2ccccc2nnn1CSc1nnc(-c2cccc(S(=O)(=O)N3CCCCC3)c2)o1 | -19% | -10% | 6%
CCN1C(=O)C(CC(=O)Nc2ccc(OC)cc2)N(CCCN2CCN(c3ccc(OC)cc3)CC2)C1=S (stereo not given) | -2% | -3% | -10%
CCCN(Cc1cc2cc(C)ccc2[nH]c1=O)C(=O)c1ccccn1 | 13% | -1% | 0%
O=C(/C=C/c1ccncc1)c1cc(Cl)ccc1O | -7% | -10% | ?

Continued:
canonical_smiles | FEN1 inh | KAT2A inh | N370S GC mod
O=C(N[C@H](Cc1ccc(Cl)cc1)C(=O)O)OCC1c2ccccc2-c2ccccc21 | 0% | -4% | -5%
Cn1nc(OCCOc2ccccc2)ccc1=O | 12% | 1% | -5%
CCC(=O)N1CCc2cc(Br)cc(S(=O)(=O)CCC(=O)NCCc3cccc(C)c3)c21 | 4% | 2% | /
CC1CCN(CC(=O)NC2CCCCC2)CC1 | 1% | -22% | -2%
CCOC(=O)c1[nH]cnc1C(=O)Nc1ccccc1OC | -2% | -15% | -5%
CCOc1cc(OCC)cc(C(=O)NC(=S)Nc2cccc(C(F)(F)F)c2)c1 | -19% | -18% | 2%
CN(CC(=O)Nc1ccc(Cl)cc1)C(=O)CNC(=O)c1ccc2ccccc2c1 | 13% | ? | -10%
Cc1ccnc(NC(=O)CCC(=O)N(CC(=O)NCc2ccc(F)cc2)c2cccc(F)c2)c1 | -16% | -7% | 0%

2 of these compounds in a different format:
Order of results: FEN1 inh, KAT2A inh, N370S GC mod
- CN(CC(=O)Nc1ccc(Cl)cc1)C(=O)CNC(=O)c1ccc2ccccc2c1
→ 13%, ?, -10%
- Cc1ccnc(NC(=O)CCC(=O)N(CC(=O)NCc2ccc(F)cc2)c2cccc(F)c2)c1
→ -16%, -7%, 0%

New compounds follow.
canonical_smiles | FEN1 inh | KAT2A inh | N370S GC mod
CC(NC(=O)CCc1c[nH]c2ccccc12)c1ccccc1 (stereo not given) | 3% | -7% | 1%
CCc1ccc(NC(=O)CC2NCCNC2=O)cc1 (stereo not given) | 11% | 1% | 1%
CC1CC(C)(C)NC(=S)N1CC(=O)NCc1ccccc1Cl (stereo not given) | 7% | -6% | 1%
CCn1c(C)nc2cc(C(=O)NNC(=O)CN(C)S(=O)(=O)c3ccc(NC(C)=O)cc3)ccc21 | -6% | 0% | /
CC(=O)Nc1ccc(S(=O)(=O)Nc2nc3ccccc3nc2Nc2cccc(S(N)(=O)=O)c2)cc1 | -18% | -15% | -11%
CCS(=O)(=O)N1CCCc2cc(C(=O)Nc3cc([N+](=O)[O-])ccc3C)ccc21 | -20% | -3% | /
O=C(NCc1ccccc1F)C(=O)NCC(c1ccc2c(c1)OCO2)N1CCOCC1 (stereo not given) | -6% | 13% | /
COc1ccc(CNC(=O)C2CCCN(c3nccc(C)n3)C2)cc1 (stereo not given) | -14% | -3% | 11%

Further records follow.
canonical_smiles | FEN1 inh | KAT2A inh | N370S GC mod
NC1=NN=C(c2ccc3c(c2)OCCO3)CS1 | -2% | -5% | -3%
COc1ccc(CN(C)CC(O)COC(c2ccc(OC)cc2)c2ccc(OC)cc2)cc1 (stereo not given) | -1% | -3% | -28%
O=C(CN1CCN(c2ccccc2)CC1)Nc1scc2c1c(=O)oc1ccccc12 | -1% | 5% | -1%
COc1ccc(S(=O)(=O)N(C)C[C@H]2Oc3ccc(NC(=O)c4ccncc4)cc3C(=O)N([C@H](C)CO)C[C@@H]2C)cc1 | 3% | -1% | /
NCCCC[C@@H]1NC(=O)c2cc([N+](=O)[O-])cc(I)c2SC[C@@H](C(=O)NCC(N)=O)NC(=O)CNC1=O | -4% | -1% | -5%
CCc1ccc(C(=O)NNc2ccc(Cl)cc2)cc1 | 1% | -9% | ?
Nc1ccc2nc(CN3CCOCC3)[nH]c2c1 | 9% | -10% | 7%
COc1cc(-c2c(C#N)c(N)nc3c2c(C)nn3-c2ccc(C)c(C)c2)cc(OC)c1OC | -12% | -11% | -11%

Next records.
canonical_smiles | FEN1 inh | KAT2A inh | N370S GC mod
COc1ccc2c(c1)CC(C)C/C2=N\NC(=O)c1ccco1 (stereo not given) | 5% | -3% | -4%
N#Cc1ccc(C23CC4(C2)[C@H](CN(Cc2cccnc2)[C@@H]4c2ccccc2)C3c2ccccc2)cc1 (stereo not given in full) | 2% | -14% | -9%&-22%
CC(=O)OC(C(=O)N1CCN(c2ccc(F)cc2)CC1)c1ccccc1 (stereo not given) | 6% | -2% | 3%
CSc1nnc(NC(=O)c2cc(=O)c3cc(C)cc(C)c3o2)s1 | 3% | 1% | 1%
CCN1C(=O)/C(=C/c2cnn(C)c2C)SC1=S | / | 0% | 3%
COc1ccc(OCc2nnc(SCC(=O)NNC(=O)c3ccc(C)cc3)n2C)cc1 | -8% | -7% | -6%
CC(C)Oc1ccc(Cn2c(-c3ccco3)n[nH]c2=S)cc1 | -5% | -9% | 10%
CN(C)CCCNc1cc(O)c2ncccc2c1 | -27% | -5%&-5% | /

Following part
canonical_smiles | FEN1 inh | KAT2A inh | N370S GC mod
CN(C)S(=O)(=O)c1ccc(N2CCCC2)c(C(=O)NC2CCCCC2)c1 | 2% | -4% | -1%
COc1ccccc1C1C2=C(CC(C)(C)CC2=O)Nc2nnnn21 (stereo not given) | -3% | 2% | -14%
COc1ccc(S(=O)(=O)Cc2ccc(C(=O)NCc3ccccc3)o2)cc1 | 0% | -10% | -14%
CC1Cc2ccccc2N1C(=O)CSc1nnc2c(n1)[nH]c1ccc(F)cc12 (stereo not given) | -15% | -4% | 3%
CCc1[nH]c(=O)c(C#N)c2c1CCCC2 | 6% | 3% | -1%
COc1cc(NC(=O)c2ccc(Cl)cc2)c(OC)cc1NC(=O)CN1CCOCC1 | -12% | -1% | 1%
Cc1oc2cc([N+](=O)[O-])c(O)c([N+](=O)[O-])c2c1C(=O)c1ccc(Br)cc1 | -5% | -11% | -17%
COc1ccc(OC)c(-c2csc(NC(=O)CSc3ccc(Br)cc3)n2)c1 | -2% | -27% | -6%
